Giardia FBPA inh = blocks Giardia fructose-bisphosphate aldolase activity; A8B2U2; purified Giardia FBPA; Potency, µM (series often up to 59.6 µM), inactives show top-dose activity, negative = inhibition, actives largely listed as inhibitors; 290,000 compounds, 0.71% hits; AID 2451; also: potency is read from the fitted curve at half-maximal effect; % is scaled to controls: 0 for no effect and ±100 for the full control effect; nearly all actives have a fitted effect of over 55% in size
Target sequence (A8B2U2 whole entry, looked up): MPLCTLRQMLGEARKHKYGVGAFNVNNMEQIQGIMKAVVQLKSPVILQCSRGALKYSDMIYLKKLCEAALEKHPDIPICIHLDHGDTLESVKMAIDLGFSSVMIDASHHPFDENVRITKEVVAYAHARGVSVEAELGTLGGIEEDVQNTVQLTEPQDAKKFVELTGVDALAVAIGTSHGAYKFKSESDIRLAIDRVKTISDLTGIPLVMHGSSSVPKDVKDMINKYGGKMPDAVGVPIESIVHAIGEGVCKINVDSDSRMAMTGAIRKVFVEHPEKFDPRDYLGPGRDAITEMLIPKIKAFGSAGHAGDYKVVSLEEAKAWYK
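40 nM FBPA preincubated 10 min at RT with compound (up to 57.5 uM final), then substrate plus GAPDH/TPI/NAD/arsenate coupling and diaphorase/resazurin added. Fluorescence read after 20 min at RT, 525/598 nm.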
Pf growth 48h = inhibits P. falciparum growth in the first generation, 48 h; P. falciparum luciferase growth in erythrocytes, 48 h; Potency, µM (titrated, usually from 28.7 µM), for inactives: top-dose activity change, negative = inhibition, most hits filed as inhibitors; 310,000 compounds, 5.9% hits; AID 504832; also: potency is read from the fitted curve at half-maximal effect; % is scaled to controls: 0 for no effect and ±100 for the full control effect
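Luciferase-expressing parasites in RBCs, 2% Hct / 0.1% parasitemia final; RPMI 1640 + 0.5% Albumax; 37 C, 5% CO2, one generation; luminescence read-out, lower signal = inhibition.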
Shiga inhibitor = Shiga toxin inhibition | inhibition, % at 38.7 µM | Vero cells, Shiga toxin protein synthesis inhibition reporter | 290,000 compounds, 9.2% hits; in the data active = inhibition mostly above about 28%, no sharp cut-off; inactive = mostly below about 43%; also: 0% is about no effect
Sm TGR block = S. mansoni TGR enzyme inhibition; Q962Y6; purified TGR, DTNB reduction, TNB absorbance 405 nm; Potency, µM (top dose mostly 114 µM), inactives show at the highest dose activity change, negative = inhibition, actives largely listed as inhibitors; 360,000 compounds, 3% hits; also: potency is read from the fitted curve at half-maximal effect; % is scaled to controls: 0 for no effect and ±100 for the full control effect; nearly all actives have a fitted effect of over 60% in size
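Kinetic colorimetric format: TGR-catalysed, NADPH-driven DTNB reduction monitored via TNB absorbance. Enzyme dispensed at 20 nM; compound exposure 15 min at room temperature before reaction start.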
Pf growth 96h = P. falciparum growth inhibition at 96 hour, primary screen for plastid delayed-death inhibitors; P. falciparum luciferase reporter growth, 96 h; Potency, µM (highest dose often 28.7 µM), for inactives: at the highest dose activity change, negative = inhibition, actives largely listed as inhibitors; 320,000 compounds, 6.9% hits; also: potency is read from the fitted curve at half-maximal effect; % is scaled to controls: 0 for no effect and ±100 for the full control effect
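P. falciparum expressing integrated firefly luciferase grown in erythrocytes (2% hematocrit, 0.05% parasitemia final) with compounds for 96 hours at 37 C, 5% CO2. Growth inhibition read as loss of luminescence after adding luciferase detection reagent.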
CHX counter = counter-screen hit for Shiga toxin inhibitors, cycloheximide. cell reporter, cycloheximide protein synthesis inhibition counterscreen. max response, %. AID 2314. 300,000 compounds, 12% hits; in the data active = max response mostly above about 13%, no sharp cut-off; inactive = mostly below about 14%; also: read at 38.3 µM for the half of the compounds with a filed dose; 0% is about no effect
Active calls of the source: *; u = inconclusive; x = not tested or not shown; & = joins results of further samples; [ ] = dose if it differs, or a comment. Unless noted, calls follow the shape of the dose curve; as a rule, active = well fitted curve in the direction sought with a large enough effect; inconclusive = small, poorly fitted or top-dose-only effect, or another doubt; inactive = no such curve, though single readings can be large; an effect the other way counts as inactive or inconclusive.

Values run as follows: Giardia FBPA inh | Pf growth 48h | Shiga inhibitor | Sm TGR block | Pf growth 96h | CHX counter
Cc1[nH]c2ccccc2c1/C=N/NC(=O)c1cc(-c2ccccc2)n[nH]1
  -1% | u | -5 | -1% | u | 8
C[C@H]1CNC(=O)C(=O)N1C[C@H](Cc1ccc(O)cc1)NC(=O)CC12CC3CC(CC(C3)C1)C2
  23% | 48%[activator] | -2 | 0% | 2% | -2
COc1ccc2c(c1)C(=O)C(=O)N2CCS(=O)(=O)c1ccccc1
  x | -10% | 6 | -18% | u | 2
Cc1ccc(CN2CCN(Cc3cnc(N4CCOCC4)s3)CC2CCO)cc1 (configuration not stated)
  0% | 11% | -24 | 2%[57.1 µM] | u | -1
COc1ccc(CN(C2CCCCC2C)S(=O)(=O)c2ccc(S(=O)(=O)N(C)C)cc2)cc1OC (configuration not stated)
  -4% | 13µM* | -8 | -2% | u | -1
Cc1ccc(S(=O)(=O)N2CCC(=O)N(CCOCc3ccc(Cl)cc3)CC2)cc1
  3% | -7% | -9 | -2% | -19% | -1
FC(F)Sc1ccc(-n2cc(-c3ccccc3)[n+]3c2CCC3)cc1
  0% | 1.2µM* | 15 | 6% | 0.66µM* | -1
Cc1ccccc1OCc1nnc(SCc2cc(=O)[nH]c3ccccc23)n1-c1ccccc1
  3% | u | -11 | -12% | u | -1
CCOc1ccccc1NC(=O)CSc1nnc(CNC(=O)c2cc(OC)c(OC)c(OC)c2)o1
  x | 14% | 11 | -12% | u | 5
Cc1cc([N+](=O)[O-])ccc1NC(=O)c1cccc(NC(=O)C(C)C)c1
  -1% | 15% | 108* | 1% | 62%[5.75 µM] | 15*

3 compounds from above, limited to Pf growth 48h.
molecule | Pf growth 48h
Cc1ccc(CN2CCN(Cc3cnc(N4CCOCC4)s3)CC2CCO)cc1 (configuration not stated) | 11%
COc1ccc(CN(C2CCCCC2C)S(=O)(=O)c2ccc(S(=O)(=O)N(C)C)cc2)cc1OC (configuration not stated) | 13µM*
FC(F)Sc1ccc(-n2cc(-c3ccccc3)[n+]3c2CCC3)cc1 | 1.2µM*

Next part:
Values run as follows: Giardia FBPA inh | Pf growth 48h | Shiga inhibitor | Sm TGR block | Pf growth 96h | CHX counter
O=C(Cc1ccc(Br)cc1)N1CCN(C(=O)c2ccco2)CC1
  3% | -1% | -6 | -13% | 9% | -4
COc1ccc(OC)c(CN(CCN2CCOCC2)C(=O)Nc2cccc(Cl)c2)c1
  -1% | -13% | -8 | -10% | -21% | -5
O=C(OCC(=O)N(C1CCCCC1)C1CCCCC1)c1ccncc1
  8% | -14% | -18 | 8% | x | -4
COC(=O)c1ccc(Cn2nnc3c(=O)[nH]c(C4CCCN(S(=O)(=O)c5cccc(Cl)c5)C4)nc32)cc1 (configuration not stated)
  -5% | u | 10 | 2%&1% | u | -3
CCN(CC)C(=O)c1ccc(-c2nnc(OC)c3ccccc23)cc1
  -1% | 7% | -2 | 10% | 0% | -3
CCOC(=O)C1CCCN(C(=O)Cn2cccc2C(=O)c2ccccc2)C1 (configuration not stated)
  5% | -5% | 11 | 7% | u | 5
COc1ccc(NC(=S)Nn2cnnc2)cc1OC
  u | 3% | -11 | -17% | 2% | -2
Cc1cc(NC(=O)CCCN2C(=O)c3cccnc3C2=O)ccc1Br
  0% | 18% | -1 | 4% | -7% | -1
COc1ccc(-c2csc(NC(=O)C3CSC4(C)CCC(=O)N34)n2)c(OC)c1 (configuration not stated)
  x | -27% | x | -1% | u | x
Cc1cccc(OCCC(=O)NCC(c2ccccc2)N(C)C)c1 (configuration not stated)
  -4% | -7% | 1 | -5% | 13% | 7

The results go on.
Values run as follows: Giardia FBPA inh | Pf growth 48h | Shiga inhibitor | Sm TGR block | Pf growth 96h | CHX counter
COc1ccc(CNC(=O)c2cnccn2)cc1
  0% | 35%[activator] | 13 | 6% | x | 10
CCCCN(C(=O)c1ccco1)c1nnc(-c2cc(OC)c(OC)c(OC)c2)s1
  9% | 1.9µM* | -7 | 0% | x | -4
CCc1ccc(C(=O)COC(=O)CNC(=O)c2ccc(N3C(=O)c4ccccc4C3=O)cc2)cc1
  x | 36%[activator] | -12 | -21% | 15µM* | 1
CCn1c(-c2ccccc2Cl)nn(CC(=O)NCCc2ccccc2)c1=S
  -1% | -26% | 11 | -13% | u | -6
Cc1ccc(C)c(NCC(=O)c2ccc(Cl)cc2)c1
  4% | u | 11 | -3% | -9% | -2
OC1(c2cccnc2)CC2CCC(C1)N2Cc1nnnn1Cc1ccccc1 (configuration not stated)
  8% | 5% | 15 | 2% | -2% | 1
COc1ccc(C(=O)COC(=O)CN2C(=O)c3ccccc3C2=O)c(OC)c1
  x | u | -14 | 1% | 43%[activator] | -4
Cn1c(SCc2ccccc2)nc2c1c(=O)[nH]c(=O)n2C
  4% | 0% | -5 | 3% | -2% | 11
CCC(C)C1NC(=O)C(Cc2ccc(O)cc2)NC(=O)C(N)CSSCC(C(=O)N2CCCC2C(=O)NC(CC(C)C)C(=O)NCC(N)=O)NC(=O)C(CC(N)=O)NC(=O)C(CCC(N)=O)NC1=O (configuration not stated)
  5% | 2% | -3 | x | u | -7
CCS(=O)(=O)c1cc([N+](=O)[O-])c(Sc2ccccc2N)s1
  16µM* | 93%[activator] | 101* | 20µM* | 66%[activator] | 52*

Next section.
Assay codes – A = Giardia FBPA inh; B = Pf growth 48h; C = Shiga inhibitor; D = Sm TGR block; E = Pf growth 96h; F = CHX counter
> S=c1[nH]nc(-c2ccco2)n1-c1cccc2ccccc12
  A: 0%; B: -14%; C: -2; D: u; E: 36%[activator]; F: -2
> O=C(Nc1cc(Cl)cc2c1[nH]c1cnccc12)c1cccnc1
  A: u; B: x; C: -6; D: x; E: x; F: -8
> CCc1cc(=O)oc2cc3occ(C)c3cc12
  A: 0%; B: 5%; C: -4; D: 0%; E: 21%; F: -3
> O=C(Nc1ccc(NC(=O)c2ccco2)nc1)c1ccccn1
  A: 0%; B: 229%[activator]; C: 20; D: -27%; E: u; F: 28*
> C=CCSc1nc(-c2ccc3c(c2)OCO3)cc(C(F)(F)F)c1C#N
  A: -2%; B: 22%; C: 32; D: -20%; E: 44%[activator]; F: 2
> COCCCN(C(=S)NC(=O)c1ccc(Br)cc1)c1c(N)n(Cc2ccccc2)c(=O)[nH]c1=O
  A: u; B: -7%[5.75 µM]; C: 2; D: -11%; E: -23%; F: -2
> CC(C)CCNC(=O)CCCC1=NS(=O)(=O)c2ccccc2N1
  A: 0%; B: 24%; C: -5; D: 1%; E: u; F: -3
> Cc1ncc(CN2CCCC(C(=O)c3cccc(Cl)c3)C2)s1 (configuration not stated)
  A: 0%; B: -12%; C: 0; D: -17%; E: 6%; F: -4
> Cc1ccc(NC(=O)CC(C)S(=O)(=O)c2ccc3c(c2)NC(=O)CO3)c(Cl)c1 (configuration not stated)
  A: x; B: -4%; C: 3; D: -2%&-2%; E: 42%[activator]; F: 1
> Cc1nc(S(=O)(=O)Nc2ccc3c(c2)OCCO3)cn1C
  A: 0%; B: 14%; C: 15; D: 6%; E: 12%; F: -1

Ordered by length of the SMILES (rising): 3 of the compounds above.
Assay codes – A = Giardia FBPA inh; B = Pf growth 48h; C = Shiga inhibitor; D = Sm TGR block; E = Pf growth 96h; F = CHX counter
> S=c1[nH]nc(-c2ccco2)n1-c1cccc2ccccc12
  A: 0%; B: -14%; C: -2; D: u; E: 36%[activator]; F: -2
> Cc1ncc(CN2CCCC(C(=O)c3cccc(Cl)c3)C2)s1 (configuration not stated)
  A: 0%; B: -12%; C: 0; D: -17%; E: 6%; F: -4
> CC(C)CCNC(=O)CCCC1=NS(=O)(=O)c2ccccc2N1
  A: 0%; B: 24%; C: -5; D: 1%; E: u; F: -3

(further entries)
Assay codes – A = Giardia FBPA inh; B = Pf growth 48h; C = Shiga inhibitor; D = Sm TGR block; E = Pf growth 96h; F = CHX counter
> Cc1cc(NC(=O)c2ccc(F)cc2)n(-c2ccccn2)n1
  A: 0%; B: 4%; C: -6; D: -1%; E: 18%; F: 8
> CC1=C(C(=O)Nc2ccccc2)C(c2ccccc2)N2C(=O)CSC2=N1 (configuration not stated)
  A: 0%; B: x; C: -21; D: -22%[11.4 µM]; E: 32%[activator]; F: -2
> O=C(Cc1cccs1)Nc1nnc(SCC(=O)N2CCCCC2)s1
  A: u; B: -17%; C: -16; D: 18%; E: -3%; F: 13
> CCN1CCN(CCNC(=O)C2CCN(Cc3nc(-c4ccc(Cl)cc4)oc3C)CC2)CC1
  A: 1%; B: x; C: -9; D: -7%; E: u; F: -7
> Cc1nn(-c2ccccc2)c(C)c1NC(=O)Cc1cccs1
  A: 2%; B: 0%; C: 39; D: -20%; E: -14%; F: 5
> COc1ccc(C(=O)NCC2CCCCC2)cc1S(=O)(=O)N1CCCC1
  A: x; B: u; C: x; D: -1%; E: -107%; F: x
> CCC(C)C(=O)Nc1ccc([N+](=O)[O-])cc1OC (configuration not stated)
  A: 2%; B: 4%; C: -22; D: -5%; E: 39%; F: 0
> Cc1ccc(P(=O)(CO)c2ccc(C)cc2)cc1
  A: 2%; B: x; C: -10; D: 2%; E: 45%[activator]; F: 1
> CCOc1ccc(NC(=O)CN(C)C(=O)c2cccnc2SC)cc1OCC
  A: x; B: 24%; C: -8; D: 0%; E: 32%[activator]; F: -3
> CNC(=O)c1cccc(NC(=O)CCCNC(=O)c2ccc(Cl)cc2)c1
  A: 8%; B: 17%; C: -5; D: -1%; E: 10%; F: -4

Other records:
Assay codes – A = Giardia FBPA inh; B = Pf growth 48h; C = Shiga inhibitor; D = Sm TGR block; E = Pf growth 96h; F = CHX counter
> Cc1cccc(NC(=O)CN2C(=O)N/C(=C/c3cc(C)n(-c4ccncc4)c3C)C2=O)c1
  A: -4%; B: -12%; C: -6; D: 2%; E: u; F: -2
> O=C(COC(=O)Cc1ccc(Br)cc1)NCc1ccc(F)cc1
  A: 0%; B: 8%; C: -8; D: -2%; E: 7%; F: -1
> COc1cccc(C2NC(=O)NC(C)=C2C(=O)Nc2ccc(C)cc2)c1 (configuration not stated)
  A: -2%; B: u; C: -5; D: -2%; E: 16%; F: 7
> Cc1ccc(CN2CC(C(=O)NCC(=O)Nc3c(C)cccc3C)CC2=O)cc1 (configuration not stated)
  A: x; B: -2%; C: x; D: 8%; E: 72%[activator]; F: x
> O=C(NCc1ccccc1)c1onc(CS(=O)(=O)c2ccc(Cl)cc2)c1C(=O)NCc1ccccc1
  A: x; B: -25%; C: x; D: -28%; E: 45%[activator]; F: x
> C=C1[C@@H](C)[C@H]2[C@H](Cc3ccccc3)NC(=O)[C@]23[C@H](OC(C)=O)/C=C/[C@](C)(O)C(=O)[C@@H](C)C/C=C/[C@H]3[C@@H]1O
  A: 2%; B: x; C: -2; D: x; E: x; F: -10
> Cn1c(=O)c2sccc2n2c(CCCC(=O)NC3CCN(Cc4ccccc4)CC3)nnc12
  A: -15%; B: 11%; C: -5; D: -17%; E: u; F: -3
> Cc1ccc(NC(=O)Cn2cccc2)cc1C
  A: 0%; B: 0%; C: 33; D: -29%; E: 0%; F: 15*
> O=C(NCCc1nc(-c2ccc(F)cc2)no1)c1ccc(F)cc1
  A: x; B: u; C: x; D: -4%; E: -8%; F: x
> N#Cc1cc([N+](=O)[O-])ccc1NC(=O)COC(=O)C1CC2CCCC(C1)C2=O (configuration not stated)
  A: x; B: 1%; C: x; D: -4%; E: 4%; F: x
> C=CCNC(=O)C1(c2ccccc2)CC1(Cl)Cl (configuration not stated)
  A: 0%; B: -6%; C: 6; D: -6%; E: 3%; F: -2

Compound activity: PubChem, National Center for Advancing Translational Sciences (NCATS)
